Assay outcomes as filed in PubChem.
BAZ2B block – blocks human BAZ2B | AID 504333 | 360,000 tested, 4.4% active | Q9UIF8 | Potency, µM (titrated, usually from 114 µM), for inactives: top-dose activity change, negative = inhibition, usual class: inhibitors | AlphaScreen BAZ2B-H3K14Ac peptide displacement; note: potency is the fitted concentration of half-maximal effect; % is set by controls: 0 for no effect and ±100 for the full control effect; nearly all actives have a fitted effect of over 60% in size
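AlphaScreen displacement: compounds (up to 110uM) incubated 30 min at room temperature with a preformed 50 nM BAZ2B/50 nM biotinylated H3K14Ac peptide complex in PBS pH 7.4 with Tween-20. Donor and acceptor beads at 10 ug/mL final added, 20 min light-protected before reading.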
HP1b binding inh – HP1-beta chromodomain-methylated histone interaction inhibition; 390,000 tested, 0.56% active; AlphaScreen HP1-beta / biotin-H3K9me3 peptide binding; AID 540317; Potency, µM (doses to about 114 µM), for inactives: at the top dose activity change, negative = inhibition, usual class: inhibitors; P83916; note: potency is the fitted concentration of half-maximal effect; nearly all actives have a fitted effect of over 70% in size; inactives centre near 23
Target sequence (P83916 whole entry, looked up): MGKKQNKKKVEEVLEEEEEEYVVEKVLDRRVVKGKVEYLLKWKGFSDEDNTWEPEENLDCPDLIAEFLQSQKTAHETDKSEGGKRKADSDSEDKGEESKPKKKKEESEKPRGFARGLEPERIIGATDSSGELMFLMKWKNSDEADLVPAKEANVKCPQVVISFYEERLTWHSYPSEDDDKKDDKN
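AlphaScreen: HP1-beta (50 nM) preformed 30 min with biotin-H3(1-18)K9me3 peptide (50 nM) in PBS pH 7.4, 0.01% Tween-20. Compound added for 30 min at RT, then streptavidin donor/nickel chelate acceptor beads (10 ug/mL) for 30 min.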
G9a inh – inhibitors of human histone lysine methyltransferase G9a. Q96KQ7. G9a H3K9 monomethylation, AlphaScreen, 2 h. Potency, µM (doses to about 102 µM), for inactives: top-dose activity, negative = inhibition, actives largely listed as inhibitors. 350,000 tested, 8.8% active; note: potency is the fitted concentration of half-maximal effect; % is set by controls: 0 for no effect and ±100 for the full control effect; nearly all actives have a fitted effect of over 75% in size
Target sequence (Q96KQ7 913-1193 limits assumed): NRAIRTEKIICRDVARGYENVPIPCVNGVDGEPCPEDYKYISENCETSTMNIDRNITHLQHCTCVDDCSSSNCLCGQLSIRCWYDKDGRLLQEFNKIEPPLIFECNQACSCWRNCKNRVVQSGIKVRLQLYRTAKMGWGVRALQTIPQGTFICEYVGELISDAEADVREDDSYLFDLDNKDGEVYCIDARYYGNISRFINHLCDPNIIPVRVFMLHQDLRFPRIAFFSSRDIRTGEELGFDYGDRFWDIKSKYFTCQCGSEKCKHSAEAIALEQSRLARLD
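Quantitative HTS format: methyltransferase activity on a biotin-tagged H3K9 peptide is measured by AlphaScreen, using a rabbit anti-monomethyl-H3K9 antibody with streptavidin donor and anti-IgG acceptor beads. Final levels are 20 nM enzyme, 500 nM peptide, 20 uM SAM; 2 h RT.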
GLS inh – glutaminase GLS (human) inhibition; GLS enzymatic activity, qHTS titration; Potency, µM (doses to about 45.5 µM), without a hit: top-dose activity change, negative = inhibition, hits mostly inhibitors; O94925; 410,000 tested, 0.21% active; AID 624170; note: potency is the fitted concentration of half-maximal effect; % is set by controls: 0 for no effect and ±100 for the full control effect
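Coupled fluorescence readout: glutamate oxidase/HRP/Amplex Red detect glutamate formed by hKGA from L-glutamine (1 mM solution added). Buffer 45 mM KH2PO4 pH 8.2, 0.02% Tween-20; reads at t0 and 30 min RT.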
JMJD2A Tudor – blocks the human JMJD2A Tudor domain; AlphaScreen JMJD2A-Tudor / H3K4me3 peptide binding; 390,000 tested, 4.4% active; AID 504339; O75164; Potency, µM (doses to about 114 µM), without a hit: at the highest dose activity change, negative = inhibition, usual class: inhibitors; note: potency is the fitted concentration of half-maximal effect; % is set by controls: 0 for no effect and ±100 for the full control effect; nearly all actives have a fitted effect of over 50% in size
ERG Ets-DNA blk – ERG Ets/DNA interaction inhibition. AID 624246. fluorescence polarization, His-ERG Ets domain / labelled DNA. Potency, µM (doses to about 76.9 µM), for inactives: at the top dose FP activity, negative = inhibition, actives largely listed as inhibitors. 370,000 tested, 0.028% active; active = well fitted inhibition curve with a large enough effect in the polarisation, with a control signal flat; inconclusive = small, poorly fitted or top-dose-only effect, or effect the other way, or a change in a side signal; inactive = no such curve, though single readings can be large or run the other way; the % refers to the polarisation;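 note: polarization taken with two DNA probes labelled with fluorescein and Texas red; potency is the fitted concentration of half-maximal effect; % of control where 0% means no effect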
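His-tagged ERG Ets domain (1 uM in the protein solution; 300mM KCl, 50mM Tris-HCl, 1mM EDTA, 1mM DTT, pH 7.5) received compound, then a probe mix of 5 nM fluorescein-DNA and 100nM Texas-615-DNA. Fluorescence polarization was read for both dyes.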
PGK inhibitor – T. brucei PGK inhibition; PGK/GAPDH coupled, Kinase-Glo luminescence, 60 min; Potency, µM (series often up to 57.5 µM), inactives show top-dose activity change, negative = inhibition, most hits filed as inhibitors; 380,000 tested, 0.043% active; AID 602233; note: potency is the fitted concentration of half-maximal effect; % is set by controls: 0 for no effect and ±100 for the full control effect; nearly all actives have a fitted effect of over 60% in size
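Recombinant glycosomal PGK reaction used 1,3-bisphosphoglycerate generated in-well by GAPDH (100nM final) in 100mM TEA pH 7.6, 5mM MgCl2, 0.01% Tween-20. After 60 minutes at room temperature, ATP was read by Kinase-Glo Plus luminescence end-point.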
PI4K2A block – inhibitors of human PI4K2A | activity change, negative = inhibition, % at 76.9 µM | 420,000 tested, 0.13% active | purified PI4K2A, ADP-Glo luminescence, 1 h; stronger effect = lower value; in the data active = activity change below about -50%; inconclusive = mostly about -30% to -49%;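 note: -100% = wells without enzyme as full effect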
Target sequence (Q9BTU6 whole entry, looked up): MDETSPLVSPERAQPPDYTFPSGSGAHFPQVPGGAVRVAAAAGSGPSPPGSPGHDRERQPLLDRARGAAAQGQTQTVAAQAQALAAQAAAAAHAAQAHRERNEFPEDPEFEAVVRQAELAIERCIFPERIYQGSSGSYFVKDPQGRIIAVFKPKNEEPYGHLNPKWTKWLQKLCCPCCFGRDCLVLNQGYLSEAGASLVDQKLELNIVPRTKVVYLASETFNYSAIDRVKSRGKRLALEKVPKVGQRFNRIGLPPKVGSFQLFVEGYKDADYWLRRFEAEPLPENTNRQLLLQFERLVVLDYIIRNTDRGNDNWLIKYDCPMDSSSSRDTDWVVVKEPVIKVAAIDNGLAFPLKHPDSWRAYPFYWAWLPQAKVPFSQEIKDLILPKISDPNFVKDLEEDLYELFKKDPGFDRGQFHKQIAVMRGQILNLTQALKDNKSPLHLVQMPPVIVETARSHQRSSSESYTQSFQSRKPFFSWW
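In this quantitative HTS, ADP production by PI4K2A was quantified luminescently after 1 h at ambient temperature; 100 microM adenosine served as plate-quality control.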
Pin1 inh – blocks the human prolyl isomerase Pin1; Q13526; Pin1 FP peptide displacement, HiFluor488, 10 min; Potency, µM (top dose mostly 115 µM), for the others: at the highest dose activity, negative = inhibition, most hits filed as inhibitors; 390,000 tested, 0.009% active; AID 504891; active = well fitted inhibition curve with a large enough effect in the polarisation, with a control signal flat, not every such curve was filed as active; inconclusive = small, poorly fitted or top-dose-only effect, or effect the other way, or a change in a side signal; inactive = no such curve, though single readings can be large or run the other way; the % refers to the polarisation; note: potency is the fitted concentration of half-maximal effect; % is set by controls: 0 for no effect and ±100 for the full control effect
Active calls of the source: *; i = inactive; ? = inconclusive; . = not tested or not shown; & = joins results of further samples; [ ] = dose if it differs, or a comment. Unless noted, calls come from the whole dose curve; as a rule, active = well fitted curve in the direction sought with a large enough effect; inconclusive = small, poorly fitted or top-dose-only effect, or another doubt; inactive = no such curve, though single readings can be large; an effect the other way counts as inactive or inconclusive.

SMILES	BAZ2B block	HP1b binding inh	G9a inh	GLS inh	JMJD2A Tudor	ERG Ets-DNA blk	PGK inhibitor	PI4K2A block	Pin1 inh
Cc1oc2ccc(O)c(CN3CCC(C)CC3)c2c1C(=O)Nc1ccccc1	-11.6%	-2.4%	-28.5%[59 µM]	37.2%[activator]	-26.4%	-4.7%	6.2%	-0.7	4.1%
COCCCNS(=O)(=O)c1cc2c3c(c1)C(C)C(=O)N3CCC2 (stereo unspecified)	3.5%	31.5%	0.1%	-0.5%	3.7%	-1.8%	-3.4%	-2.8	-1.1%
CCCCN1CC(c2nc3ccccc3n2CCCCOc2cc(C)cc(C)c2)CC1=O (stereo unspecified)	-14.7%	-3.8%	-8.2%[59 µM]	-13.3%	-19.5%	-5.9%	-8.0%	2.1	-1.7%
Cc1cccc(-c2nnn3c2nc(NCc2ccc4c(c2)OCO4)c2ccccc23)c1	3.7%	38.5%	-3.8%[59 µM]	1.0%	-2.6%	-3.2%	i	-52.9*	-6.9%
CCC(=O)N1CC23C=CC(CC2CC12CCCCC2)O3 (stereo unspecified)	13.4%	15.0%	-4.9%	6.4%	-3.0%	7.8%	-5.0%	2.4	-7.4%
Cc1nc(/N=C(\N)NC(=O)c2ccccc2)nc2ccccc12	9.0%	6.4%	13.6%[59 µM]	0.1%	-11.7%	4.8%	-10.8%	-1.0	16.3%
CCOCCCNC(=O)CN1C(=O)c2cccnc2Sc2ccccc21	-3.3%	-2.2%	-5.2%[59 µM]	-1.8%	-11.7%	-1.3%	-5.4%	-4.0	-4.6%
O=C(CN1CCCC1)Nc1ccc(Br)cc1[N+](=O)[O-]	?	-12.9%	.	4.2%	?	8.8%	i	-2.8	-6.2%
Cc1cccc2cc(CN(Cc3cccs3)Cc3nnnn3Cc3ccccc3)c(=O)[nH]c12	-1.8%	0.5%	-2.8%[59 µM]	-19.1%	-24.6%	.	-7.5%	-1.7	8.0%
Cc1ccccc1C1=N/C(=C/c2cccnc2)C(=O)O1	-25.8%	16.0%	-38.8%	12.6%	-13.8%	-9.8%	i	5.6	-4.5%
Cn1ccc(C(=O)OCC(=O)Nc2ccccc2)n1	1.3%	28.4%	-6.8%	-18.9%	-2.8%	?	-5.3%	-0.8	-4.9%
COc1ccc(/C=C/C(=O)C2CC2)cc1Cn1nc(C)c([N+](=O)[O-])c1C	-17.1%	17.3%	-0.6%	18.5%	-8.8%	-3.3%	-7.2%	-5.6	0.1%
CC(C)(C)S(=O)N1Cc2cn(Cc3ccccc3)c(=O)cc2[C@H]1CCO (stereo partly specified)	.	21.9%	.	5.0%	-17.8%	-6.1%	-1.4%	-6.7	0.0%
C/C(=N/NS(=O)(=O)c1ccc(CC(C)C)cc1)c1ccncc1	-13.3%	39.8%[activator]	-1.7%[0.501 µM]	6.3%	-5.7%	-2.1%	7.9%	-10.2	2.3%
Nn1cnc2scc(-c3ccc(Cl)cc3)c2c1=O	1.4%	11.2%	31.8%	-12.6%	-8.5%	9.9%	-4.0%	-2.9	-6.8%
O=C1C2C3C=CC(C3)C2C(=O)N1c1nc2ccccc2s1 (stereo unspecified)	10.0%	17.2%	1.6%[59 µM]	-1.5%	-9.8%	-11.6%	-6.0%	5.5	-0.7%
C/C(=N\NC(=O)c1n[nH]c2c1CCC2)c1cccs1	1.5%	23.6%	10.6%[59 µM]	0.4%	-17.1%	4.2%	3.3%	-0.4	4.7%
Cc1c(C(=O)N2CCOCC2)oc2ccc(Br)cc12	6.9%	36.7%	-25.0%	-12.4%	-6.1%	-17.2%	-7.9%	10.2	1.4%
COc1ccc(NC(=O)Cn2c(=O)n(Cc3ccco3)c(=O)c3sc4ccccc4c32)cc1OC	2.3%	37.8%	0.0%[59 µM]	1.1%	-11.6%	1.5%	i	3.5	7.3%
Cc1ccc2occ(/C=N/NC(N)=S)c(=O)c2c1	5.8%	41.0%[activator]	0.7%[59 µM]	13.4%	-12.8%	-9.4%	-12.7%	-4.0	-0.4%
CC(Cl)C(=O)Nc1c2c(nn1-c1ccccc1)CSC2 (stereo unspecified)	-9.4%[57.1 µM]	32.4%[activator]	9.0%	3.0%	-9.7%	1.8%	-3.2%	-3.0	-2.2%
O=S(=O)(c1ccc(-c2cn3ccccc3n2)cc1)N1CCOCC1	4.0%	34.5%[activator]	-11.1%	.	9.5%	13.7%	-1.0%	-0.9	1.8%
COc1ccc(OC)c(CNC(=O)c2cc3c(Cl)nc4ccccc4c3s2)c1	-10.2%	28.4%	-2.3%[59 µM]	2.0%	-7.4%	6.1%	0.9%	-2.9	30.6%[activator]
C/C(=N\NC(=O)c1ccccc1)c1ccc2c(c1)OCO2	?	39.9%	16.0%[59 µM]	-1.0%	2.2%	-16.2%	-1.1%	-6.2	-1.0%
O=C1CN(C(=O)COc2ccc(Br)cc2Br)c2ccccc2N1	-13.0%	25.4%	-36.2%	17.7%	-6.5%	-0.5%	5.0%	-1.4	15.7%
Cc1nn(C(C)(C)C)c(OC(=O)c2ccc3c(c2)OCO3)c1S(=O)(=O)c1ccccc1	-3.0%	14.1%	-9.0%	19.8%	-11.1%	-8.7%	4.0%	0.0	-8.9%
COc1ccc(C(=O)N2CCCC(CCC(=O)NCc3ccc(F)c(F)c3)C2)o1 (stereo unspecified)	-13.3%	-23.3%	?	-4.2%	-15.1%	-3.8%	i	3.5	-1.0%
CCN(CC)CCOC(=O)C(c1ccccc1)C1CCCCC1 (stereo unspecified)	.	8.0%	-7.5%[2.33 µM]	22.4%&9.7%	-34.5%	-5.7%	-2.1%	3.0&-0.4	1.1%
Cc1ccccc1-c1nnc(CN2CCN(c3ccccn3)CC2)o1	-14.7%	19.7%	-60.1%[59 µM]	-19.5%	-8.6%	-4.8%	4.8%	-0.7	14.0%
CC1CCCN(S(=O)(=O)c2ccc(NC(=O)CN3CCN(C)CC3)cc2)C1 (stereo unspecified)	79.4µM*	7.4%	?	0.6%	?	-0.6%	-3.6%	-0.2	-0.6%
CC(C)Cn1c(=O)c2ccccc2n2c(CCC(=O)NCc3ccccc3Cl)nnc12	-2.5%	45.1%	-0.9%[59 µM]	-1.2%	6.5%	4.4%	-6.1%	1.1	-0.5%
COc1cccc(CN2CCNC(=O)C2CC(=O)NC2Cc3ccccc3C2)c1 (stereo unspecified)	?	39.8%[activator]	44.7µM*	-7.6%	-11.0%	-0.6%	-8.8%	3.6	-3.3%
CC(OCC(O)CN(C)Cc1nc2ccccc2c(=O)[nH]1)c1ccc(Cl)cc1 (stereo unspecified)	22.5%	27.0%	8.7%	2.9%	-15.9%	3.0%	-7.7%	-2.8	-1.0%
Nc1ccccc1C(=O)N(Cc1ccccc1)Cc1ccccc1	-0.5%	14.6%	12.5%[59 µM]	0.8%	-4.7%	-0.7%	-3.0%	-1.4	-1.7%
CCCn1nc2cc(C(=O)NCc3ccc(OC(F)(F)F)cc3)ccc2c1OCC	1.1%	26.3%	26.3%[59 µM]	1.0%	-8.7%	-9.2%	i	7.3	2.0%
CCc1ccc(C2=NN(CCC(=O)NCCc3ccccc3)C(=O)CC2)cc1	-1.3%	25.3%	5.4%[59 µM]	2.5%	0.0%	-5.9%	-0.2%	-7.4	3.4%
Cc1ccc(NC(=O)c2noc3c2CCc2ccccc2-3)cc1	8.2%	27.7%	12.0%	11.6%	-5.3%	4.7%	-6.4%	-8.5	-0.2%
COc1ccc(NS(=O)(=O)c2c(C)n(C)c(=O)n(C)c2=O)cc1	3.1%	19.3%	23.7%	4.3%	-17.6%	1.6%	-9.6%	-8.4	1.6%
COc1cc(C)ccc1OCC(=O)NC1CCCCCC1	-0.6%	75.2%[activator]	?	-3.1%	3.4%	-5.5%	i	-3.9	2.2%
O=C(C[n+]1cc(-c2ccc(Cl)cc2)n2c1CCC2)Nc1nc(-c2ccc(F)cc2)cs1	?	12.2%	?	-5.8%	-29.6%	-21.3%	-14.9%	-3.3	-1.6%
COc1ccc(NC(=O)COC(=O)CCSc2ccccc2)cc1	.	22.7%	.	3.2%	-4.2%	9.0%	-2.2%	-1.4	7.7%
CCCCCCSc1ccc(-c2nc3ccc(C)cn3c2NCc2ccccc2)cc1OC	-38.9%	-1.0%	-13.3%[2.33 µM]	2.8%&28.2%	?	-1.7%	4.7%	1.9&-3.8	-0.7%
Cc1nnc2n1N=CC=C(C(C)(C)C)S2	6.0%	33.4%[activator]	-5.2%[59 µM]	-3.6%	2.7%	-3.3%	-9.2%	-0.1	6.4%
O=c1[nH]c2ccccc2c2ccc(Cl)cc12	.	36.8%	.	-5.3%	-11.1%	-3.9%	-7.7%	1.2	1.7%
Cc1cc(C)c(CSc2ncnc3nc[nH]c23)c(C)c1	-2.6%	31.7%	-8.1%	0.0%	-6.5%	-1.4%	-1.4%	2.4	-2.0%
CC(C)c1ccc(NC(=O)COC(=O)CSc2nnc(N)s2)cc1	11.4%	6.2%	-0.3%[59 µM]	7.1%	-9.5%	5.9%	-0.8%	1.6	8.7%
CCCNS(=O)(=O)c1ccc2c(c1)n(C)c(=O)n2C	?	43.5%[activator]	-4.4%	0.0%	-8.9%	10.5%	-3.6%	2.2	6.4%
